NPYLR7 ag = agonists of mosquito NPYLR7 receptor, primary screen, cell-based, Aedes aegypti, calcium fluorescence, mosquito biting behavior; Aedes aegypti neuropeptide Y-like receptor 7 (NPYLR7); HEK293T NPYLR7/Galpha15, GCaMP6s calcium fluorescence; activation, % at 10 µM; 270,000 tested, 0.15% active; AID 1259423, 2018; in the data active = activation above about 40%;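 note: 0% = vehicle and 100% = reference agonist at the receptor; some compounds past the cut are filed as inactive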
hcGAS lum = Primary biochemical luminescence assay for human cyclic GMP-AMP synthase inhibitors; Q8N884; recombinant h-cGAS, ATP depletion, Kinase-Glo luminescence; inhibition, % at 12.5 µM; 290,000 tested, 0.081% active;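 note: 0% = vehicle reaction and 100% = reaction without DNA for no activity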
Target sequence (Q8N884 whole entry, looked up): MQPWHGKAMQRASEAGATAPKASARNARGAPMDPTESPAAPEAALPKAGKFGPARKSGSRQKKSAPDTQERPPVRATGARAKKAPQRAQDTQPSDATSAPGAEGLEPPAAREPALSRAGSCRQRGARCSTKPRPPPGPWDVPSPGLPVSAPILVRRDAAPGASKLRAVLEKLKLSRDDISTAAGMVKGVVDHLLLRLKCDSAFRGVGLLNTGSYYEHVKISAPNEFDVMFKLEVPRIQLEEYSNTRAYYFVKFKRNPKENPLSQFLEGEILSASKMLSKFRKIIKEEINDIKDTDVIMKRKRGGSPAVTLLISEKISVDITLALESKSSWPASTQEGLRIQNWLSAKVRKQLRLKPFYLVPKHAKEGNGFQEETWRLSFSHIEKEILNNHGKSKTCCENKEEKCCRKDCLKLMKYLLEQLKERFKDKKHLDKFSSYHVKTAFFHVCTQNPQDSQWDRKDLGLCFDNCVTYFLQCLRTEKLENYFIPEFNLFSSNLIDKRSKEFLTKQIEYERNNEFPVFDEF
mcGAS lum = cyclic GMP-AMP synthase inhibitors, mouse, primary biochemical chemiluminescence; Q8C6L5; recombinant cGAS, Kinase-Glo ATP depletion luminescence; inhibition, % at 12.5 µM; 160,000 tested, 0.15% active; AID 1259399, 2018;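 note: 0% = negative control wells and 100% = reference inhibitor with no enzyme activity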
Active calls of the source: *; . = no result given; & = joins results of further samples. Cut-off read from the data, not from the text of the source, unless noted: active = inhibition above about 40%; inactive = the rest. Not a hit list (roughly 0.29% active in at least one column).

structure	NPYLR7 ag	hcGAS lum	mcGAS lum
CCS(=O)(=O)c1ccc2oc(-c3cc([N+](=O)[O-])ccc3OS(=O)(=O)c3ccc(F)cc3)nc2c1	23	-7	-6
O=C(c1cc(COc2ccc3c(c2)CCCC3)on1)N1CCc2ccccc2C1	20	-3&-8	-10
O=C(NCCc1c[nH]c2ccccc12)c1cccnc1Nc1cc(Cl)cc(Cl)c1	-13	-3	.
Cc1cc(NC(=O)C(C)SCc2c(F)cccc2Cl)no1 (stereo not given)	-4	-8	.
O=C1CCCc2onc(Nc3ccccc3)c21	-1	-12	.
COc1ccc(CN(CCc2c[nH]c3ccccc23)C(=O)CN(C(=O)c2ccc(OC)cc2)C2CC2)cc1	1	-4	-6
C=CC[C@@H]1CC=C[C@@H](C)N1Cc1nc(-c2ccc(F)c(OC)c2)oc1C	-14	-5	-4
COCc1c(Br)c(C)nc(OCC(=O)N/N=C\c2ccc(O)c(Br)c2)c1C#N	-12	-3	-5
Cc1nn(C)cc1-c1ccnc(NCc2ccccc2-n2ccnc2)n1	-3	3	.
COC(=O)CCCN1C(=O)NC2NC(=O)NC21 (stereo not given)	5	-7	.
O=C1NC(=Nc2ccccc2)S/C1=C/c1cccc(Cl)c1Cl	-7	-5	-4
Cc1cccc(OCC(=O)N2CCCC(O)(CO)CC2)c1C (stereo not given)	5	-5	-9
CCOC(=O)CCNC(=O)c1ccc(-n2ncc(C#N)c2N)cc1	4	0	-9
Cc1cc(O)c(C(c2ccccn2)N2CCN(c3ccccn3)CC2)c(=O)n1Cc1ccccc1 (stereo not given)	-2	4	.
CCc1cccc(N=c2oc3c(C)ncc(CO)c3cc2C(=O)Nc2cccc3ccccc23)c1	-6	-7	-8
CN(Cc1cc2ccccc2[nH]c1=O)Cc1ccnc2ccccc12	1	-4	.
Cc1ccc(-n2ncc3c(C4CC4)nn(CC(=O)N4CCC(C)CC4)c(=O)c32)cc1C	5	-3	.
CCCN(C(=O)c1ccccc1N)C(C)C	3	-9	.
Cc1ccc(-c2nc(C)c(C)c(N3CCN(S(=O)(=O)c4cccc5cccnc45)CC3)n2)cc1	-4	-8	-6
O=C(Nc1ccc(SCc2ccncc2)nn1)c1cccc(F)c1	-3	4	.
COc1ccc(CC(=O)NCCc2cc3ccc(C)cc3[nH]c2=O)cc1	0	-2	-7
CC1CN(C(=O)c2ccc([N+](=O)[O-])cc2Cl)CC(C)O1 (stereo not given)	10	-3	-8
C[C@H](NC(=O)N1CC2CC=CCC2C1)C(=O)N1CCCCC1 (stereo not given in full)	-4	1	.
O=C(c1ccc2nc(C3CC3)oc2c1)N1CCCC1c1ccc(F)cc1 (stereo not given)	12	-8	.
C=CCN(CC(=O)N1CCc2sccc2C1c1ccc(Cl)cc1Cl)C(=O)CSc1ccccc1 (stereo not given)	.	-13	-5

Ordered by SMILES length (ascending): seven of the compounds above.
structure	NPYLR7 ag	hcGAS lum	mcGAS lum
CCCN(C(=O)c1ccccc1N)C(C)C	3	-9	.
COC(=O)CCCN1C(=O)NC2NC(=O)NC21 (stereo not given)	5	-7	.
Cc1nn(C)cc1-c1ccnc(NCc2ccccc2-n2ccnc2)n1	-3	3	.
COCc1c(Br)c(C)nc(OCC(=O)N/N=C\c2ccc(O)c(Br)c2)c1C#N	-12	-3	-5
C=CC[C@@H]1CC=C[C@@H](C)N1Cc1nc(-c2ccc(F)c(OC)c2)oc1C	-14	-5	-4
C=CCN(CC(=O)N1CCc2sccc2C1c1ccc(Cl)cc1Cl)C(=O)CSc1ccccc1 (stereo not given)	.	-13	-5
Cc1ccc(-n2ncc3c(C4CC4)nn(CC(=O)N4CCC(C)CC4)c(=O)c32)cc1C	5	-3	.

Back to the main list; the 7 compounds before the break are reprinted first.
structure	NPYLR7 ag	hcGAS lum	mcGAS lum
Cc1ccc(-c2nc(C)c(C)c(N3CCN(S(=O)(=O)c4cccc5cccnc45)CC3)n2)cc1	-4	-8	-6
O=C(Nc1ccc(SCc2ccncc2)nn1)c1cccc(F)c1	-3	4	.
COc1ccc(CC(=O)NCCc2cc3ccc(C)cc3[nH]c2=O)cc1	0	-2	-7
CC1CN(C(=O)c2ccc([N+](=O)[O-])cc2Cl)CC(C)O1 (stereo not given)	10	-3	-8
C[C@H](NC(=O)N1CC2CC=CCC2C1)C(=O)N1CCCCC1 (stereo not given in full)	-4	1	.
O=C(c1ccc2nc(C3CC3)oc2c1)N1CCCC1c1ccc(F)cc1 (stereo not given)	12	-8	.
C=CCN(CC(=O)N1CCc2sccc2C1c1ccc(Cl)cc1Cl)C(=O)CSc1ccccc1 (stereo not given)	.	-13	-5
C=C(Br)CN(C)C(C)C(C)S(C)(=O)=O (stereo not given)	4	-7	.
C=CCCC(O)(CCC=C)c1ccc(CN(CCCOC)Cc2ccc(C)o2)o1	-2	1	-6
C/C=C/CC/C=C/CC(=O)C1OC1C(N)=O (stereo not given)	-1	2	.
COc1ccc(NC(=O)CSc2nc(=O)n(CCN3CCOCC3)c3c2CCC3)c(OC)c1	0	-5	-8
CC(=O)NC(C(=O)Nc1ncc(Cc2cc(F)cc(F)c2)s1)C(C)C (stereo not given)	-3	2	.
Cc1c(C(=O)N2CCCCC2)sc(N)c1C#N	4	-5	-6
Cc1cc(C(=O)NC2(C(=O)O)CCCCC2)c2ccccc2n1	4	-8	.
CN(Cc1ccoc1)C(=O)C1CCCN(C2CCN(C(=O)C3CC3)CC2)C1 (stereo not given)	4	-11	-14
Cn1cc(CN(Cc2ccc(S(C)(=O)=O)cc2)C2CC2)cn1	0	-4	-19
CCc1cccc(CC)c1NC(=O)C(C)n1c(C)cc(C)nc1=O (stereo not given)	6	-8	-7
O=C(NCCNc1ncc(C(F)(F)F)cc1Cl)C1Cc2ccccc2S1 (stereo not given)	7	-6	-18
CN(C(=O)Cc1csc(-c2ccc(Cl)s2)n1)c1nccs1	6	-2	.
COc1ccc(Nc2cc3c(cn2)cc(-c2cnn(C)c2)n3Cc2ccccc2)cn1	31	-5	-5
CN1CCN(C(=O)c2ccc(CSc3nc(-c4ccccc4)cc(N(C)Cc4ccccc4)n3)cc2)CC1	7	4	2
Cn1nnc2cc(C(=O)NCc3ccccc3-n3ccnc3)ccc21	11	-6	.
Cn1nnnc1SCC(=O)CSc1nnnn1C	-3	-2	.
Cc1ccccc1C(=O)NNC(=O)COc1ccc(Br)cc1	-4	-6	.
CCN(CC)c1onc(-c2ccc(F)cc2)c1CN(CCCOC)C(=O)Cc1ccccc1	-3	1	2
CC(=O)OC(C)(C)C(=O)N1CCN(c2nccc(-c3ccc(Oc4ccccc4)cc3)n2)CC1	25	-5	-5
OC1CCN(c2ccnc(NCCc3ncc[nH]3)n2)CC1	10	-6	-8
CC(C)Cc1nc(CN2C(CO)CSCC2c2ccccc2)no1 (stereo not given)	16	-6	-16
CCCCOc1ccc(S(=O)(=O)NC(=O)C2(C)CCN2C(=O)c2ccccc2)cc1 (stereo not given)	5	-6	.
O=C(O)C#CC12CC3CC(CC(C3)C1)C2	10	0	.
Cc1csc(=O)n1CC(=O)Nc1nc(-c2ccccc2)cs1	2	-3	.
C=CCN(CC(=O)N(CCc1ccc(OC)c(OC)c1)Cc1sccc1C)C(=O)C(CC)c1ccccc1 (stereo not given)	0	-6	-5

Gathered by group, the compounds so far containing two or more sulfur atoms (five)
structure	NPYLR7 ag	hcGAS lum	mcGAS lum
CCS(=O)(=O)c1ccc2oc(-c3cc([N+](=O)[O-])ccc3OS(=O)(=O)c3ccc(F)cc3)nc2c1	23	-7	-6
C=CCN(CC(=O)N1CCc2sccc2C1c1ccc(Cl)cc1Cl)C(=O)CSc1ccccc1 (stereo not given)	.	-13	-5
CN(C(=O)Cc1csc(-c2ccc(Cl)s2)n1)c1nccs1	6	-2	.
Cn1nnnc1SCC(=O)CSc1nnnn1C	-3	-2	.
Cc1csc(=O)n1CC(=O)Nc1nc(-c2ccccc2)cs1	2	-3	.

(continued)
structure	NPYLR7 ag	hcGAS lum	mcGAS lum
COc1ccc2ccccc2c1CCNC1CCN(C(=O)C(C)C)CC1	2	-3	-12
C=C(C)COc1ccc(-c2nc(N)ncc2Oc2ccccc2OCC)c(O)c1	2	-3	-6
CCOCCn1ccc2c(NC(=O)COc3cccc(Cl)c3)c(OC(=O)N(CC)CC)ccc21	-1	-6	-6
CCc1ccc(CCC(=O)N2CCCC3(CNC(=O)O3)C2)cc1 (stereo not given)	11	-8	.
CSc1ccccc1OCc1cc(C(=O)NC2(c3ccccc3)CC2)no1	.	-7	-11
Cc1cc(CN2CCCC(CCC(=O)Nc3ccccc3F)C2)oc1C (stereo not given)	8	-10	.
CNC(=O)c1ccc(C)c(-n2ccnc2-c2cccc(OCCO)c2)c1	2	-5	.
O=S(=O)(c1cc(Cl)ccc1Cl)N1CCN(Cc2ccc3c(c2)OCO3)CC1	-1	-2	.
COc1ccc(OCc2cc(C(=O)N(C)Cc3cn(C)nc3C)no2)c2ccccc12	4	-1	-3
C=c1ccccc1=c1[nH]/c(=C\c2cccn2C)c(=O)o1	-2	-5	.
COc1ccc(S(=O)(=O)N2CCC(c3c[nH]c4ccc(OC)cc34)CC2)c(OC)c1	33	-5	-7
CNc1cnc(-c2ccc(OC)cc2OC)cn1	3	-11	.
CCN1CCN(c2c(CN(C(=O)Cc3ccccc3)C3CC3)c(C)nn2-c2ccccc2)CC1	-1	-8	-6
Cc1ncsc1CCC(=O)N1CCCC(N(C)C)CC1 (stereo not given)	16	-3	.
O=C(O)c1c[nH]c2ccc(F)cc2c1=O	0	-6	.
Cc1cc(NC2CCCC2)n2nc(C)c(-c3ccc(Cl)cc3)c2n1	-4	-5	-9
CCC(Nc1cccc(OC)c1)C(=O)N1CCC(C(=O)OC)CC1 (stereo not given)	-2	-9	.
S=c1nccc(-c2ccccc2)[nH]1	-8	1	.
COc1ccccc1-c1cc(C(=O)NCC(C)C)n2nc(C(C)(C)C)cc2n1	10	-9	-7
O=C(NCCCN1CCCC1=O)C(C1CCCC1)N1CCN(C(=S)Nc2ccc(F)cc2)CC1 (stereo not given)	-21	2	0
COc1ccc(Cl)cc1C(=O)Nc1c(C)nc2ccc(C)cn2c1=O	4	-12	.
O=S(=O)(c1ccc(F)c(Cl)c1)N1CCN(c2nccc(-c3cccc(C(F)(F)F)c3)n2)CC1	6	-2	-6
Cc1ccc(C)c(Cc2c(C)nc(C)nc2N2CCN(C(=O)CCc3ccccc3)CC2)c1	0	-6	-8
O=[N+]([O-])c1ccc(NN=CC2CCCCC2)cc1	12	0	-1
O=C(C1CCC1)N1CCN(CC(OCc2c(F)cccc2F)c2ccc(Cl)cc2)CC1 (stereo not given)	2	-4	-5
Cc1ccccc1OCC(=O)N1CCCn2nc(C(=O)Nc3ccccc3)cc2C1	10	-5	.
Cc1nnc(SCC(=O)N(C)C(C)c2ccc3ccccc3c2)o1 (stereo not given)	4	-7	-12
CCc1nc(NC(=O)CNC(=O)c2ccc(OC)c(OC)c2)sc1C	1	-7	.
C=CCNC(=O)COc1coc(CN2CCN(c3ccccc3OC)CC2)cc1=O	2	-8	-7
CCn1cc(C(CC(=O)NCc2ccc3c(c2)OCO3)c2cccc(F)c2)c2ccccc21 (stereo not given)	2	-2	-4
CN1CCN(c2cc(N(C)CCCn3cccn3)nc(N)n2)CC1	-5	-10	-14
Cc1cc(C)c(C)c(S(=O)(=O)N2CCNCC2)c1C	1	-15	-8
CCCC1=NN(C(=O)c2ccc(C)cc2Cl)C(O)(C(F)(F)F)C1 (stereo not given)	2	-8	.

Source: PubChem
